Pf apPOL inh – Pf-apPOL DNA polymerase inhibition; Recombinant Pf-apPOL, molecular beacon fluorescence, 1.5 h; inhibition, % at 10 µM; 210,000 tested, 0.25% active; AID 1794808
mHTT-CaM PPI inh – mHTT-calmodulin interaction abrogation; inhibition, % at 15 µM; AlphaScreen His-mHTT/GST-CaM binding, luminescence; P42858; 190,000 tested, 3.6% active;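 also: 0% = both proteins with DMSO and 100% = one protein alone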
Target sequence (P42858 whole entry, looked up, stated change not applied): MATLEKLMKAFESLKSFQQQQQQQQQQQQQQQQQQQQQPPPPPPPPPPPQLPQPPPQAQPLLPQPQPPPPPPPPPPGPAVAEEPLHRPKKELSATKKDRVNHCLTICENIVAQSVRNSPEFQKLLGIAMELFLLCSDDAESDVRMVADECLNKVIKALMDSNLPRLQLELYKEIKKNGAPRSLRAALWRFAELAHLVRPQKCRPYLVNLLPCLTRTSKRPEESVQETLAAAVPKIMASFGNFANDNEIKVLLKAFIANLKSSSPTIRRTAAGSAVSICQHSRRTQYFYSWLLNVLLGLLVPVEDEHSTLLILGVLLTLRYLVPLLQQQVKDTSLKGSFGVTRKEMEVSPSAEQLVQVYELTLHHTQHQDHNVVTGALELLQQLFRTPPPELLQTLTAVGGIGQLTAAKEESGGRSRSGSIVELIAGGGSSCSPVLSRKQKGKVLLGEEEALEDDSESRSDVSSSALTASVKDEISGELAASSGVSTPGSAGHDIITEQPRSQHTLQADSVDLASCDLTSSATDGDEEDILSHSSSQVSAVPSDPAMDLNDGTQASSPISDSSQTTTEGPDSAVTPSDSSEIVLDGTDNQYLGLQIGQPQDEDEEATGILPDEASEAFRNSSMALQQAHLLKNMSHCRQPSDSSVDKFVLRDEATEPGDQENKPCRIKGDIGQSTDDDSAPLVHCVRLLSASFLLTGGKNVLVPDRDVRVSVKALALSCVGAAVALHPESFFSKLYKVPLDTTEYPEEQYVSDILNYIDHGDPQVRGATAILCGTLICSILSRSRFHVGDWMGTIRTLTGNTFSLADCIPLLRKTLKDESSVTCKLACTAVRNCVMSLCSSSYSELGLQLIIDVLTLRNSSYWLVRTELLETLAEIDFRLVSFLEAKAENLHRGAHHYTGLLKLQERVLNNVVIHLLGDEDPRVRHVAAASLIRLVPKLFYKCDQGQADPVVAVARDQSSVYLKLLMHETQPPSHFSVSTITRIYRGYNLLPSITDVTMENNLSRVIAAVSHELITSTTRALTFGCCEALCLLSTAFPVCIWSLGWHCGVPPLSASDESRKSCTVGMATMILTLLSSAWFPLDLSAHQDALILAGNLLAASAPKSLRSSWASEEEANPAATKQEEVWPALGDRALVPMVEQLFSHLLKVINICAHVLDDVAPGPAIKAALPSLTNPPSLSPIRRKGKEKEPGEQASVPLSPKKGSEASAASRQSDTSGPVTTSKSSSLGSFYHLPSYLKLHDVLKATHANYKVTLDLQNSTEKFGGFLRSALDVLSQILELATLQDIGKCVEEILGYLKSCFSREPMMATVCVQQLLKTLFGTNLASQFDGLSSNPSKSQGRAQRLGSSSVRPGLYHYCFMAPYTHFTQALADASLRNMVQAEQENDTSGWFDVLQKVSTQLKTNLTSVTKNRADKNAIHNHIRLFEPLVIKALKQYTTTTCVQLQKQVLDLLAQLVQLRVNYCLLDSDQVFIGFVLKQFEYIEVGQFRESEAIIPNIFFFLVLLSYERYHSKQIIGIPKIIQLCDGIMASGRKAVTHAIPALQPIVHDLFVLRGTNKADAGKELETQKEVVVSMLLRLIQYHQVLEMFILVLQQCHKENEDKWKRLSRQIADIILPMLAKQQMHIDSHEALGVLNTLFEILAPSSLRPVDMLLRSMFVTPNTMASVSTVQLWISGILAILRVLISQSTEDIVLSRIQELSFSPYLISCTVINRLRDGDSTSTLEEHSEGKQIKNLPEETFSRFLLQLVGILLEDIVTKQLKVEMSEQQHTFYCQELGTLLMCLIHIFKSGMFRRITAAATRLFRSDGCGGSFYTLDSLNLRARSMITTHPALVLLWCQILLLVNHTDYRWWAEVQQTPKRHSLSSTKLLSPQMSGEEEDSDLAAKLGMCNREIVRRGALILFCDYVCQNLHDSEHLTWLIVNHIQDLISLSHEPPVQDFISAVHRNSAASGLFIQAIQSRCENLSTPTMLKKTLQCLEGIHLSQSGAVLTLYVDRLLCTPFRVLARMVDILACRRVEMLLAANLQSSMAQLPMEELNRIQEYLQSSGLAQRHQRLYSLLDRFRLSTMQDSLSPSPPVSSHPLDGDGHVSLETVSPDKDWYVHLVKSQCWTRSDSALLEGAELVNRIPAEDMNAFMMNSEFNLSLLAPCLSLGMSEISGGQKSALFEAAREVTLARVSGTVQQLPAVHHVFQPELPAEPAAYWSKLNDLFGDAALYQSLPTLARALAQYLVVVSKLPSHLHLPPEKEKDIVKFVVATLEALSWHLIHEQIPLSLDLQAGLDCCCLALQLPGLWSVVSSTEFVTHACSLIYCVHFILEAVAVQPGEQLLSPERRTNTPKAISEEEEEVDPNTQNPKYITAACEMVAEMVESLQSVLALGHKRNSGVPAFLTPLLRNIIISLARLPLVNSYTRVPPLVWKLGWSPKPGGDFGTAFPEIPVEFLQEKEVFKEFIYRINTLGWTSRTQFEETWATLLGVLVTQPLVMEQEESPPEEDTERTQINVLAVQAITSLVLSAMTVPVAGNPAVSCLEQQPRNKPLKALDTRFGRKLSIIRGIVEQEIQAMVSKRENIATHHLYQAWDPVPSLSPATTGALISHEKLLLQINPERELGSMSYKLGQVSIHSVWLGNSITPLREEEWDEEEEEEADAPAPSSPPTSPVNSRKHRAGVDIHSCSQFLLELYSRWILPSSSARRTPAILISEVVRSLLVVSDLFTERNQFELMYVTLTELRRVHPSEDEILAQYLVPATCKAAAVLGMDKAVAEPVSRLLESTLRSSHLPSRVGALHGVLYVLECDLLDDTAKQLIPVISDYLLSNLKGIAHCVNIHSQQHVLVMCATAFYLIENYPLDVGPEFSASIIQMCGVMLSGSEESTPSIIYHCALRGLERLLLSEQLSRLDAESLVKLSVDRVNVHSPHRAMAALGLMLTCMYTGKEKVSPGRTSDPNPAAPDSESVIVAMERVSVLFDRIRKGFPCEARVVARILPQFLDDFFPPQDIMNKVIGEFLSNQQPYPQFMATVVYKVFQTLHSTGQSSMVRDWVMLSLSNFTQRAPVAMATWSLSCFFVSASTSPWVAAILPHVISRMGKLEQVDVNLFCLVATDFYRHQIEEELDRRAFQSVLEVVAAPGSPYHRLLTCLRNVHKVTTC
* marks the source's active call; other numbers are inactive results; . = no result given; & = joins results of further samples. Rule as the data show it: active = inhibition above about 50%; inactive = the rest. Hits appear at their usual frequency; overall some 3.6% were active at least once.

SMILES | Pf apPOL inh | mHTT-CaM PPI inh
COc1ccccc1-n1nc(C(=O)N2CCOCC2)c2ccccc2c1=O | 5 | -10
Cc1ccccc1C(=O)N1CCCC1COc1ccc(C(=O)NC2CC2)cc1 (stereo not drawn) | -3 | 5
CC1CCN(c2ncc3c(n2)CCC(C(=O)NCc2ccncc2)C3)CC1 (stereo not drawn) | -4 | -6
N#Cc1cc2c(nc1SCC(=O)Nc1nccs1)CCCC2 | 3 | 4
Cc1cc2[nH]c(C(=O)Nc3cccc(F)c3)c(CN(C)C)c2s1 | 0 | -2
O=C(Nc1ccccc1[N+](=O)[O-])c1ccc(Cl)c(S(=O)(=O)NCCc2ccccc2)c1 | -8 | 42
O=C(COc1ccc(Br)cc1Cl)NCc1ccc2c(c1)OCO2 | -6 | 0
COc1ccc(C(=O)CC2(O)C(=O)Nc3c(C)cc(C)cc32)cc1 (stereo not drawn) | -1 | -3
COc1ccc(-c2nnc(NC(=O)c3ccc(S(=O)(=O)N(C)c4ccccc4)cc3)o2)cc1 | -4 | 6
CCc1onc(C)c1C1CCCN1C(=O)NCC(C)C (stereo not drawn) | -5 | -4
CCOc1ccc(C(=O)Nc2cccc(NC(=O)c3ccco3)c2)cc1[N+](=O)[O-] | -11 | 28
O=C(CSc1nc2c(c(=O)n1-c1ccc(Cl)cc1)SCC2)Nc1ccc2c(c1)OCO2 | -1 | 13
CCn1cc(C2=CCN(S(=O)(=O)c3ccc(C(C)(C)C)cc3)CC2)c2cccnc21 | -4 | 9
CNC(=S)NN=CC=Cc1ccccc1 | 0 | .
COc1cccc(-n2nnc(C(=O)O)c2C(F)(F)F)c1 | -2 | 7
COc1cc(OC)cc(C(=O)N2CCN(c3cccc(C)c3C)C(=O)C2C)c1 (stereo not drawn) | -2 | 5
Cn1cccc1CN(C(=O)Cc1ccccc1Cl)C1CC1 | -5 | 1
CNC(=O)N1CCCC(c2cccc(C(=O)NCc3ccc(F)cc3F)c2)C1 (stereo not drawn) | -7 | 11
O=C(c1cccn2c(=O)c3cc(Cl)ccc3nc12)N1CCc2ccccc2C1 | -3 | 62*
Cc1ccccc1Cc1c(C)nc2c(C(=O)NCCC3=CCCCC3)cnn2c1C | -3 | -11

Two neighbouring entries out of the list so far, quoted:
SMILES | Pf apPOL inh | mHTT-CaM PPI inh
O=C(c1cccn2c(=O)c3cc(Cl)ccc3nc12)N1CCc2ccccc2C1 | -3 | 62*
Cc1ccccc1Cc1c(C)nc2c(C(=O)NCCC3=CCCCC3)cnn2c1C | -3 | -11

The list continues:
SMILES | Pf apPOL inh | mHTT-CaM PPI inh
O=S1(=O)N[C@H](Cc2ccccc2)COc2cccc(N3CCC[C@@H]3CO)c21 | -9 | -1
O=C(NCc1ccc(F)cc1F)C1CCCN(c2cnc3nccnc3c2)C1 (stereo not drawn) | 2 | -3
COc1ccc(CCNC(=O)C2CC(c3ccccc3F)=NO2)cc1OC (stereo not drawn) | -2 | -8
CCc1c(C(=O)O)nnn1-c1ccccc1F | 3 | 0
O=C(Nc1ccccc1C(=O)NC1CCSC1)c1cccc(Cl)c1 (stereo not drawn) | -9&-8 | .
COc1cc(C(=O)Nc2cccc(-c3nc4cc(C)ccc4o3)c2)cc(OC)c1OC | -4 | 2
O=C(c1ccncc1)N1CCN(C(=O)C2CC2c2ccccc2)CC1 (stereo not drawn) | -5 | -5
O=C(Nc1ccc(Br)cc1F)c1sc2ccccc2c1Cl | -4 | -2
COC(=O)CNC(=O)C1COc2ccc(NC(=O)C(C)C)cc2C1 (stereo not drawn) | -5 | 4
CCCc1nc2cccnc2n1C1CCN(C(=O)NC2CCCCC2)C1 (stereo not drawn) | -6 | 4
Cc1ccc(N2C(=O)c3ccccc3NC2C(C)c2ccccc2)cc1 (stereo not drawn) | 9 | -4
O=C(C[n+]1ccc(/C=C/c2ccccc2)cc1)c1ccc(Br)cc1 | 0 | 27
CCCCOc1ccc(NC(=O)c2cc(F)c(F)cc2Cl)cc1 | -3 | 2
CC1CCN(CC2CCN(S(=O)(=O)c3ccc4ccccc4c3)CC2)CC1 | -4 | 8
Cc1c(Cl)cccc1NC(=O)c1ccc(Cl)c([N+](=O)[O-])c1 | 5 | 4
CN(C)CCN1CCN(C2CN(Cc3ccccc3)S(=O)(=O)C2)CC1 (stereo not drawn) | -2 | 25
COc1cccc(-c2cc(C3CCN(S(=O)(=O)c4cc(F)ccc4F)CC3)[nH]n2)c1 | 4 | 13
COc1ccc(NC(=O)c2ccncc2)c(OC)c1 | -4 | 4
O=C(NC1C2CC3CC(C2)CC1C3)c1ccccc1Br (stereo not drawn) | -8 | 2
CC(C)c1nnc(NC(=O)c2ccc(Cl)cc2)s1 | -1 | 4

Single entries from the list.
In mHTT-CaM PPI inh, O=C(c1ccncc1)N1CCN(C(=O)C2CC2c2ccccc2)CC1 (stereo not drawn) has -5
In Pf apPOL inh, CCc1c(C(=O)O)nnn1-c1ccccc1F has 3
In mHTT-CaM PPI inh, O=C(NCc1ccc(F)cc1F)C1CCCN(c2cnc3nccnc3c2)C1 (stereo not drawn) has -3

Next structures follow.
SMILES | Pf apPOL inh | mHTT-CaM PPI inh
O=C(Cc1ccc(F)cc1)N1CCc2ccccc21 | 7 | -9
CCc1onc(C)c1C1CCCN1Cc1cc(OC)cc(OC)c1 (stereo not drawn) | 1 | -29
C[C@@H]1CC=C[C@H]2[C@H]1C(=O)N(Cc1ccccc1)[C@H]2c1ccc(-c2ccc(F)cc2)cc1F | -2 | -4
Cc1ccc(-n2ncc3c(NCc4ccc(F)cc4)ncnc32)c(C)c1 | 0 | 10
Cc1ccc(N2CCN(Cc3nc(C(=O)Nc4ccc(F)cc4)co3)CC2)cc1C | 2 | -10
CCCCNC(=O)C1CCN(c2cnn(Cc3ccccc3)c(=O)c2)CC1 | -7 | 2
COc1cc(CN2CCOCC2)cc(OC)c1 | 0 | -3
Cc1ccc(S(=O)(=O)N2CCCC2)cc1 | -10 | -8
O=C1Nc2cc(C(=O)N3CCC4(CC3)OCCO4)ccc2N2CCCCC12 (stereo not drawn) | -1 | -4
Cc1nnc(CNC(=O)C(=O)Nc2ccccc2Cl)o1 | 4 | -12
Cc1cc(N2C(=O)c3cc(Cl)c(Cl)cc3C2=O)no1 | -1&-9 | 4&-6
Cc1cccc(N2C(=O)CSC2c2ccc(F)cc2)c1 (stereo not drawn) | -5 | -7
COc1cc(/C=C/C(=O)O)cc(S(=O)(=O)N2CCCC2)c1OC | -3 | 2
CCN(CC)S(=O)(=O)c1cc(-c2nc(C(C)(C)C)cs2)cs1 | -1 | -14
Cc1cc(OCC(=O)N2CCCC(C)C2)nc(-c2ccc(Cl)cc2)n1 (stereo not drawn) | 3 | -16
CCOc1ccc(OCCOCCN2CCC(C)CC2)cc1 | -2 | -4
COc1ccccc1C(=O)N1CCn2c1nc1ccccc12 | 0 | 2
O=C(CCC1CCN(c2cc(NC3CC3)ncn2)CC1)N1CCCCCC1 | -1 | 13
CCn1c2ccccc2c2cc(C3C(C#N)=C(N)OC4=C3C(=O)CC(C)(C)C4)ccc21 (stereo not drawn) | -7 | -2
CN1C(=O)C(O)(C2C(=O)Nc3ccc(Br)cc32)c2cc(Br)ccc21 (stereo not drawn) | 0 | 31
O=C(Nc1ccccc1C(=O)NCc1cccs1)c1ccc([N+](=O)[O-])o1 | -5 | .
COc1ccc(C=Nc2ccc(S(=O)(=O)Nc3ccc(OC)nn3)cc2)cc1 | -6 | -6
O=C(CC1Nc2ccccc2NC1=O)Nc1ccccc1 (stereo not drawn) | -6 | 5
Cc1nc2c(c(N3CCCCC3)n1)CN(C(=O)C1CCC1)CC2 | -7 | 9
Cc1ccc2oc(-c3ccc([N+](=O)[O-])cc3)nc2c1 | 1 | 0
CN(C)CCN1C(=O)C(O)=C(C(=O)c2ccco2)C1c1cccs1 (stereo not drawn) | 2 | -12
C=CCn1c(SCCCC)nc(O)c(CC)c1=O | -1 | -13
CCc1ccc(C(=O)N2CCc3c(c(-c4nc(-c5cccc(F)c5)no4)nn3C)C2)cc1 | -3 | -12
COCCC1CCN(C(=O)Cc2cccc(C)c2)CC1 | -5 | -6
Cc1ccc2c(c1)N(Cc1ccc(C(=O)NCC(C)C)o1)C(=O)CO2 | -4 | -7
CC(=O)c1ccc(NCN2C(=O)C3CC=C(Cl)CC3C2=O)cc1 (stereo not drawn) | 0 | -2
Cc1nnc2ccc(-c3noc(-c4ccc(Cl)cc4)n3)cn12 | -2 | -5
COc1cc([N+](=O)[O-])ccc1-c1cc2ccccc2oc1=O | -5 | 2
CC(C)N1CCc2c(sc(NC(=O)CN3C(=O)CCC3=O)c2C#N)C1 | 1 | 18
C(=Nc1ccc2c(c1)oc1ccccc12)c1ccncc1 | 1 | 18
CCc1cc(=O)oc2cc3occ(-c4ccc(Br)cc4)c3cc12 | -2 | -2
COc1ccc(NC(=O)C2=C(C)Nc3ncnn3C2c2cc(OC)c(OC)cc2OC)cc1 (stereo not drawn) | -1 | 0
CC1CCC(NC(=O)CN2C(=O)NC3(CCCCC3)C2=O)CC1 (stereo not drawn) | -3 | -1
COc1ccc(CNC(=O)CCS(=O)(=O)c2ccc(Br)s2)cc1 | -2 | -2
Cc1ccc(-n2nc3c(c2NC(=O)c2ccc(Cl)cc2)CSC3)cc1 | -5 | -2
Cc1scc2nc(C(=O)N3CCOCC3)nc(N(C)C)c12 | -1 | 3
COc1cc(OC)c2c(c1C(CCN1CCOCC1)c1ccc(N(C)C)cc1)OC(=O)CC2c1ccc(N(C)C)cc1 (stereo not drawn) | -6 | 100*
CCOC(=O)c1c(NC(=O)c2ccc([N+](=O)[O-])o2)nc(SC)n1Cc1cccs1 | -2 | .
S=C(NCc1ccccc1)NCc1ccccn1 | -16 | .
CN1CCN(CCNC(=O)c2ccc3nc(-c4ccc(Cl)cc4)cn3c2)CC1 | -5 | 12
Cc1ccc2oc(-c3cc(NC(=O)c4ccccc4)ccc3O)nc2c1 | 4 | 0
ON=Cc1c(-c2ccc(Cl)cc2)[nH]c2ccccc12 | -18 | .
CN(C(=O)CCCN1C(=O)c2ccccc2C1=O)C1CC(C)(C)N(C)C(C)(C)C1 | 0 | -3
O=C(Nc1cccc(F)c1)/C(=C/c1ccco1)NC(=O)c1cccs1 | 6 | 13
O=C(c1ccc2c(c1)OCO2)N1CCC(CCOc2ccccc2)CC1 | -8 | 6
Cc1nc(-c2ccc(NC(=O)c3ccc([N+](=O)[O-])cc3)cc2)cs1 | -2 | -18
Cc1ncsc1CN1CCCC(c2nncn2C(C)C)C1 (stereo not drawn) | -3 | -4
COc1ccc(NC(=O)c2cccs2)cc1OC1CCCC1 | -13 | .
COc1ccc(N=Cc2ccc(Cl)cc2Cl)cc1OC | 3 | 5
COc1ccc(S(=O)(=O)Nc2cccc(C)c2C)c2cccnc12 | -2 | 3
C[C@@H]1COc2cccc(N3CCCC3)c2S(=O)(=O)N1 | -3 | -2
NS(=O)(=O)c1ccc(NS(=O)(=O)/C=C/c2ccccc2)cc1 | -5 | 0
Cn1ncc(NC(=O)c2cccc(F)c2)c(N2CCCCC2)c1=O | 5 | -1

Record cards, as listed above. Screens in order: Pf apPOL inh | mHTT-CaM PPI inh
C(=Nc1ccc2c(c1)oc1ccccc12)c1ccncc1 in the list: 1 | 18
CNC(=O)N1CCCC(c2cccc(C(=O)NCc3ccc(F)cc3F)c2)C1 (stereo not drawn) in the list: -7 | 11

Another view of 3 compounds above.
Results follow in this order: Pf apPOL inh, mHTT-CaM PPI inh
Cc1nc(-c2ccc(NC(=O)c3ccc([N+](=O)[O-])cc3)cc2)cs1
    -2, -18
Cc1ncsc1CN1CCCC(c2nncn2C(C)C)C1 (stereo not drawn)
    -3, -4
COc1ccc(NC(=O)c2cccs2)cc1OC1CCCC1
    -13, .
